# Compound activity from PubChem BioAssay.
# ERK EGF block: blocks ERK signaling stimulated by EGF | AID 1454 | actives 0.41% (n = 130,000) | HEK293-V1b, EGF-stimulated phospho-ERK AlphaScreen | Potency, µM (series often up to 11.5 µM), for inactives: at the highest dose activity change, negative = inhibition, usual class: inhibitors; active = well fitted inhibition curve with a large enough effect; inconclusive = small, poorly fitted or top-dose-only effect, or effect the other way;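 note: plate controls were stimulated vehicle wells for no effect and unstimulated vehicle basal for full effect; nearly all actives have a fitted effect of over 55% in size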
#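 Stably V1b-transfected HEK293 cells; 30 min compound, then EGF 25 nM final for 5 min at 37C; 10 min lysis; phospho-ERK by AlphaScreen after 5 hr beads at room temperature.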
# The depositor's hits bear a star; u = inconclusive; & = joins results of further samples; [ ] = remark or other dose. Potency is the fitted concentration of half-maximal effect. A portion of the library. The share of hits here may be higher or lower than overall.
mol	ERK EGF block
CCC1(C2=NCCN2)Cc2ccccc2O1 (configuration not stated)	11%&11%
c1ccc(NC2=NCCS2)cc1	-11%[57.5 µM]
CCc1cc2c(N3CCN(C)CC3)ncnc2s1	-2%
O=C1C=C2C(=CCOC2O)O1 (configuration not stated)	u
CCN1CCc2ccccc2C1	-6%[57.5 µM]
O=C(Cn1c(=O)n(CC2CS2)c2ccccc21)N1CCCCCC1 (configuration not stated)	-12%
O=C(N/N=C/c1c(O)n(CCC2=CCCCC2)c(=S)[nH]c1=O)c1ccccc1	0%
CCOP(=O)(OCC)c1ccc(OP(=O)(c2cccc([N+](=O)[O-])c2)c2cccc([N+](=O)[O-])c2)cc1	7%[57.5 µM]
CCCCCCCCCCCCCCCC(=O)OC[C@H](COP(=O)([O-])OCC[N+](C)(C)C)OC(C)=O	-3%
C[C@H]1O[C@@H](O[C@H]2[C@@H](O)C[C@H](O[C@H]3[C@@H](O)C[C@H](O[C@H]4CC[C@]5(C)C6CC[C@]7(C)[C@@H](C8=CC(=O)OC8)CC[C@]7(O)C6CC[C@@H]5C4)O[C@@H]3C)O[C@@H]2C)C[C@H](O)[C@@H]1O (some centres not stated)	-5%
Cc1nc2ccccc2c(=O)n1-c1cc(F)ccc1F	-6%
C=CCN1C(=O)NC(=O)/C(=C\c2ccc(-c3ccccc3[N+](=O)[O-])o2)C1=O	2%
CCC1(c2ccc(N)cc2)CCC(=O)NC1=O (configuration not stated)	15%&10%
CCN1C[C@@]2(COC)[C@H]3[C@@H](OC)[C@H]4C1[C@@]3([C@H](OC)C[C@@H]2O)[C@H]1C[C@@]2(O)[C@@H](OC(=O)c3ccccc3)[C@@H]1[C@@]4(OC(C)=O)[C@H](O)[C@@H]2OC	9%[25.7 µM]
CN1C2CC(OC(=O)C(CO)c3ccccc3)CC1C(O)C2 (configuration not stated)	9%
Cc1ccsc1C(=O)C1CCCN(Cc2cn(C)nc2C)C1 (configuration not stated)	u
CN(C)S(=O)(=O)c1ccc(Cl)c(NC(=O)COC(=O)CN2C(=O)C3CCCCC3C2=O)c1 (configuration not stated)	u
O=C(COc1ccccc1)N1CCN(CC2CC3C=CC2C3)CC1 (configuration not stated)	6%
CC(=O)N1CC[N+](C)(C)CC1	-7%
COc1ccc(C(=O)CC2C(=O)N(C)C(=O)N(C)C2=O)cc1	2%
Cc1nn(Cc2ccccc2Cl)c(C)c1C(=O)OCC(=O)NC1CCCC(C)C1C (configuration not stated)	-3%
CC(C)c1ccc(-n2c(O)c(/C=N/NC(=O)c3ccncc3)c(=O)[nH]c2=O)cc1	-6%
N[C@H]1C[C@H]1c1ccccc1	6%[25.7 µM]
CC1C(=O)OC2C(O)C34C5OC(=O)[C@@]3(OC3OC(=O)[C@H](O)[C@]34C(C(C)(C)C)C5O)[C@]12O (some centres not stated)	8%
O=C1C(=O)c2ccccc2-c2ccccc21	u
O=c1c2ccc(Cl)cc2[nH]c(=S)n1-c1cccnc1	0%
Cc1cc(OCc2cc(C(=O)O)oc2C)c2c3c(c(=O)oc2c1)CCCC3	-8%[57.5 µM]
CCc1ccc(NP(=O)(Oc2ccccc2F)Oc2ccccc2F)cc1	6%
O=C(c1ccc(CNS(=O)(=O)c2ccccc2)cc1)N1CCC2(CC1)OCCO2	-1%[57.5 µM]
CN(C)/C=C/C(=O)C(Cl)(Cl)Cl	-7%[57.5 µM]
CCN1C(=O)C(=C2C=C(C)OC(C)=C2)C(=O)N(CC)C1=S	13%
Cc1ccc(N2C(=O)NC(=O)/C(=C/c3cnn(-c4ccc(C)cc4)c3)C2=O)cc1	1%
Clc1ccc(CSC(Cn2ccnc2)c2ccc(Cl)cc2Cl)cc1 (configuration not stated)	u
CC(C)(C)N1C(=O)NC(=O)/C(=C\c2ccc3c(c2)CCN3CCCCl)C1=O	8%[57.5 µM]
Cc1cc(C)c(Cn2c(C(=O)O)c(C=O)c3ccccc32)c(C)c1	-4%
Cc1ccccc1-n1c(O)c(C(c2ccncc2)c2c(O)n(-c3ccccc3C)c(=O)[nH]c2=O)c(=O)[nH]c1=O	2%&-5%[57.5 µM]
O=[N+]([O-])c1cccc(C2N3CCCN23)c1 (configuration not stated)	0%
O=C(CN1CCCC1)Nc1ccc(Cl)cc1C(=O)c1ccccc1	0%
CCN(CC)P(=O)(/C=C(\Cl)c1ccccc1)/C=C(\Cl)c1ccccc1	-1%
O=C(Oc1ccccc1)N1CCC2(CCCN(Cc3nccs3)C2)CC1	19%
Cn1cnc([N+](=O)[O-])c1Sc1ccc([N+](=O)[O-])cc1	-2%
O=C(c1ccccc1)C1CCCN(Cc2nc(-c3cnccn3)no2)C1 (configuration not stated)	5%
CC1=CC(=Cc2sc3ccccc3[n+]2C)C=C(C)O1	-7%
Cc1ccc(-n2c(O)c(/C=C/C=Nc3ccccc3)c(=O)[nH]c2=O)cc1	0%
Cc1cccc(CN2CCCC(C(=O)c3ccc(C(F)(F)F)cc3)C2)n1 (configuration not stated)	9%
O=Cc1c(C(=O)O)n(Cc2ccc(Cl)cc2)c2ccccc12	1%
CC(=O)c1c(C)n(C2CCCCC2)c2ccc(O)cc12	6%
C#CC(CC)(CC)NC(=O)Nc1ccc(OCC)cc1	2%
O=c1[nH]c(=S)n(C2CC2)c(O)c1/C=N/N1CCOCC1	9%
COC(=O)[C@@]1(Cc2ccc(F)cc2)[C@H]2c3cc(C(=O)N(C)C)[nH]c3C[C@H]2CN1C(=O)c1ccccc1	u
COCCCn1c(N)c(C(=O)Nc2ccccc2)c2nc3ccccc3nc21	7%[57.5 µM]
CCN1CCC2(CC1)NC(=O)c1ccccc1O2	-2%[57.5 µM]
c1ccc2c(CN3CCCCC3)c[nH]c2c1	u
COC1=CCC2([N+](=O)[O-])CN(C)CC1([N+](=O)[O-])C2 (configuration not stated)	9%
CC(C)CN1CC[C@@]2(CCCN(C(=O)Oc3ccccc3)C2)C1	-1%
CC1N(P(=O)(c2ccccc2)c2ccccc2)CC(O)(c2ccccc2)CC12CC2 (configuration not stated)	-3%
CCCN(CCC)CCc1c[nH]c2ccc(C(N)=O)cc12	-5%
O=C(C(=O)N1CCOCC1)c1cn(Cc2c(F)cccc2Cl)c2ccccc12	-6%[57.5 µM]
CC1=C(C(=O)O)N2C(=O)C(NC(=O)Cc3ccccc3)C2SC1 (configuration not stated)	u
O=c1[nH]cc(COCC(F)(F)C(F)(F)C(F)(F)F)c(=O)[nH]1	-2%

# Later entries:
mol	ERK EGF block
CCN(CC)CCNCc1nc2ccccc2c(=O)n1-c1ccc(F)cc1	-1%
CCCCC/C=C\C/C=C\C/C=C\C/C=C\CCCC(=O)NCCc1ccc(O)c(O)c1	-11%
C[N+]1(C)[C@@H]2CC[C@H]1CC(OC(=O)[C@@H](CO)c1ccccc1)C2 (some centres not stated)	-7%[25.7 µM]
O=[N+]([O-])c1cc2c(cc1CNCCc1ccc3c(c1)OCO3)OCO2	-7%
CC(=O)[C@@H]1CC[C@H]2[C@H]3CC[C@H]4C[C@@H](O)CC[C@]4(C)[C@@H]3C(=O)C[C@@]12C	10%[25.7 µM]
CCN(CC)c1ccc(CNCCc2ccccc2F)cc1	-6%
COc1cc(N)c(Cl)cc1C(=O)N[C@@H]1CN2CCC1CC2	0%
O=C1NC(=O)N(Cc2ccc(F)cc2)C(=O)/C1=C\c1ccc(N2CCCC2)cc1	11%[57.5 µM]
Cc1ccc(C)c(OCC(=O)N2CCN(Cc3ccc4c(c3)OCO4)CC2)c1	-9%
CC(=O)NNC(=O)CN1C(=O)CN=C(c2ccccc2)c2cc(Br)ccc21	3%
CN1CCC2(CC1)CCN(C(=O)c1ccco1)CC2	-4%
C=CCN1C(=O)/C(=C/c2cccs2)C(=O)NC1=S	u
CCc1cccc(C)c1NC(=S)N1CC2CC(C1)c1cccc(=O)n1C2 (configuration not stated)	-2%
COc1ccc(C[C@@H]2c3cc(O)c(OC)cc3CCN2C)cc1O	2%
O=C(NC(=O)c1c(F)cccc1F)Nc1cc(Cl)c(F)c(Cl)c1F	-2%[57.5 µM]
Fc1ccccc1CCNCc1cccc2ccccc12	10%
CCC(=NCc1cccnc1)c1c(O)n(-c2ccccc2)c(=O)[nH]c1=O	3%[57.5 µM]
COc1ccc(C(=O)CN2CCCCC2)cc1	-6%
CC/C(=N\NC(N)=O)c1c(O)[nH]c(=O)[nH]c1=O	8%[57.5 µM]
CN(C)C(=O)Oc1cc(OC(=O)N(C)C)cc([C@@H](O)CNC(C)(C)C)c1	9%[25.7 µM]

# Sorted by count of non-hydrogen atoms (rising): 3 of the compounds above
mol	ERK EGF block
CC(=O)N1CC[N+](C)(C)CC1	-7%
COC(=O)[C@@]1(Cc2ccc(F)cc2)[C@H]2c3cc(C(=O)N(C)C)[nH]c3C[C@H]2CN1C(=O)c1ccccc1	u
C[C@H]1O[C@@H](O[C@H]2[C@@H](O)C[C@H](O[C@H]3[C@@H](O)C[C@H](O[C@H]4CC[C@]5(C)C6CC[C@]7(C)[C@@H](C8=CC(=O)OC8)CC[C@]7(O)C6CC[C@@H]5C4)O[C@@H]3C)O[C@@H]2C)C[C@H](O)[C@@H]1O (some centres not stated)	-5%

# Continued:
mol	ERK EGF block
CCOC(=O)C1=C(N)OC2=C(C(=O)CCC2)C12C(=O)N(C)c1ccccc12 (configuration not stated)	-24%[57.5 µM]
Cc1ccc(-c2ccc(=O)n(CCC(=O)N3CCC4(CC3)OCCO4)n2)cc1	-3%
C=CCN1CC[C@]23c4c5ccc(O)c4O[C@@H]2C(=O)CC[C@]3(O)[C@H]1C5	10%
COc1ccc(Cn2c(O)c(/C=N/NC(=O)c3ccccc3O)c(=O)[nH]c2=O)cc1	-5%
CN1CCC(c2c[nH]c3ccccc23)C1 (configuration not stated)	-3%[57.5 µM]
NC[C@H](CC(=O)O)c1ccc(Cl)cc1	-8%
Nc1ccc(N=Nc2ccccc2)cc1	4%
Cn1c(O)c(C=NCCN2CCOCC2)c(=O)[nH]c1=S	7%[57.5 µM]
NC(=S)c1cn(C2OC(CO)C(O)C2O)c2ncnc(N)c12 (configuration not stated)	-12%[57.5 µM]
CC(C)n1c(O)c(C=NCc2ccccc2)c(=O)[nH]c1=S	7%[57.5 µM]
Cn1nnc(CC[N+](C)(C)C)n1	8%[57.5 µM]
CCOP(=O)(OCC)C(Cc1ccccc1)NC(C)=O (configuration not stated)	3%[57.5 µM]
O=[N+]([O-])c1cccc2c([As](=O)(O)O)cccc12	0%[57.5 µM]
O=c1[nH]c(=S)n(C2CCCCC2)c(O)c1/C=N/N1CCOCC1	-2%[57.5 µM]
Clc1cc(I)cc(Cl)c1NC1=NCCN1	-5%
CC1(C)C(O)CC(O)[C@]2(C)C1CC(=O)[C@]1(C)C2CC[C@@]2(C)C(c3ccoc3)OC(=O)C3OC321 (some centres not stated)	6%
ClC1C(Cl)C(Cl)C(Cl)C(Cl)C1Cl (configuration not stated)	14%
COc1cc2c(cc1OC)CN(c1ccc([N+](=O)[O-])c(C(F)(F)F)c1)CC2	2%
CCC(CO)NC(=O)C1C=C2c3cccc4[nH]cc(c34)CC2N(C)C1 (configuration not stated)	4%
O=C(N/N=C/C1C(=O)NC(=S)N(c2ccccc2)C1=O)c1cc(Br)c(O)c(Br)c1 (configuration not stated)	1%
Clc1ccc(COC(Cn2ccnc2)c2ccc(Cl)cc2Cl)c(Cl)c1 (configuration not stated)	u
NNC(=O)c1ccc(Cl)cc1	-22%[57.5 µM]
CC(=NCc1ccc2c(c1)OCO2)c1c(O)n(Cc2ccccc2)c(=O)[nH]c1=O	-1%[57.5 µM]
COc1ccc2c3c1O[C@H]1C(=O)CC[C@@]4(O)C(C2)N(CC2CC2)CCC314 (some centres not stated)	13%
CSc1ccc(C(=O)C2CCCN(Cc3cc4ccccc4[nH]3)C2)cc1 (configuration not stated)	-4%
Oc1ccc2c3c1O[C@H]1c4oc5ccccc5c4C[C@@]4(O)[C@@H](C2)N(CC2CC2)CC[C@]314	-4%[57.5 µM]
CCCCCOc1ccc(C)cc1CN(CCCl)CCCl	-1%[57.5 µM]
CC(CCC(=O)O)C1CCC2C3CC[C@H]4CC(O)CC[C@@]4(C)C3CC[C@@]12C (some centres not stated)	u
O=C(c1cccnc1)C1CCCN(Cc2nc(-c3cnccn3)no2)C1 (configuration not stated)	-13%[57.5 µM]
CN1CCN(CCOC2c3ccccc3CSc3ccc(Cl)cc32)CC1 (configuration not stated)	-1%
CC(=O)O.CC(=O)O.[Cd]	22%
CCc1ccc(NC(=O)C(C)OC(=O)c2c(C)nn(Cc3ccccc3)c2Cl)cc1 (configuration not stated)	0%
Cc1onc(-c2c(Cl)cccc2Cl)c1/C(N)=N/OC(=O)N(C)C	-5%[57.5 µM]
CCOP(=O)(OCC)C(NC(=O)c1cccc2ccccc12)C(Cl)(Cl)Cl (configuration not stated)	5%
O=C1NC(=O)N(Cc2ccco2)C(=O)/C1=C\c1ccc(-c2ccc(F)cc2)o1	-1%[57.5 µM]
CC(CCc1ccccc1)NC(C)C(O)c1ccc(O)cc1 (configuration not stated)	-2%[57.5 µM]
C=CCNC(=S)Nc1ccc(OC(=O)Nc2ccc(Cl)c(Cl)c2)cc1	-16%[57.5 µM]
C[C@@]12CCC(Cl)C[C@H]1CCC1C2CC[C@]2(C)C(=O)CCC12 (some centres not stated)	28%
CCc1ccc(NC(=O)CN2CC(c3ccccc3)CC2=O)cc1 (configuration not stated)	19%[57.5 µM]

# Part of the list above, field by field:
> Oc1ccc2c3c1O[C@H]1c4oc5ccccc5c4C[C@@]4(O)[C@@H](C2)N(CC2CC2)CC[C@]314
  ERK EGF block: -4%[57.5 µM]

> CCCCCOc1ccc(C)cc1CN(CCCl)CCCl
  ERK EGF block: -1%[57.5 µM]

> CC(CCC(=O)O)C1CCC2C3CC[C@H]4CC(O)CC[C@@]4(C)C3CC[C@@]12C (some centres not stated)
  ERK EGF block: u
